# hIAP activ – human IAP activation; purified human IAP, CDP-Star luminescence, 30 min; stronger effect = higher value; 1 = vehicle-only enzyme, 0 = enzyme-free background; AID 2524; activation factor at 10 µM; P09923; 330,000 tested, 0.16% active;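 active = activation factor of the enzyme at least 2-fold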; note: the source names both 10 and 20 µM as test concentration; values of inactives mirror those of a sister screen read the other way
# mIAP act – mouse IAP activation. muIAP, CDP-Star luminescence, 30 min; stronger effect = higher value; 1 = vehicle-only enzyme signal, 0 = enzyme-free wells. activation factor at 10 µM. 330,000 tested, 0.24% active. AID 2805;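 active = activation factor of at least 2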; note: the source names both 10 and 20 µM as test concentration; values of inactives mirror those of a sister screen read the other way
#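 System: Mouse IAP enzyme | Also added: CDP-Star substrate | Dosing: Compounds dispensed in DMSO | Schedule: 30 min enzyme-substrate-compound incubation at room temperature | Technique: Chemiluminescence readout | Control set: DMSO-only wells and no-enzyme negative control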
# A3A deaminase – human APOBEC3A DNA deaminase inhibition | AID 493011 | recombinant A3A, FAM/TAMRA ssDNA deamination fluorescence | inhibition, % at 20 µM | 330,000 tested, 0.41% active | P31941;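 active = at least 40% inhibition at 20 µM here, with at most 30% in a related deaminase screen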;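 note: plate controls were A3A with DMSO for no effect and wells lacking A3A enzyme for full effect; some results filed as inactive read as strong as hits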
# Target sequence (P31941 whole entry, looked up): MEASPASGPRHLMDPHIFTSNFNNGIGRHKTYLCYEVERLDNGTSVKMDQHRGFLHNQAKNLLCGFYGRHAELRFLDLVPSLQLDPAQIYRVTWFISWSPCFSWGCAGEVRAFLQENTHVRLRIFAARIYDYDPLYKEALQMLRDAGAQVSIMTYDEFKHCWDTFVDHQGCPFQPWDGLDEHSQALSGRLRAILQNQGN
# hIAP inh – human IAP inhibition. inhibition, % at 10 µM. 330,000 tested, 0.12% active. AID 2544. purified IAP, CDP-Star luminescence, 30 min;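 active = inhibition reaching a set limit with compound at 10 µM in the primary screen, cut at about 35% in these data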;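 note: plate controls were DMSO wells with enzyme for no effect and no-enzyme buffer wells for full effect; values of inactives mirror those of a sister screen read the other way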
# SENP1 inh – SENP1 (human) catalytic domain inhibition. inhibition, % at 10 µM. 360,000 tested, 0.21% active. Q9P0U3. recombinant SENP1 catalytic domain, CyPet-SUMO1-YPet FRET cleavage;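 active = inhibition at least 30% at 10 µM, raw YFP signal under a set limit, fluorescence ratio 0.5 to 1.5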;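 note: 0% = enzyme with DMSO and 100% = no enzyme wells; some results filed as inactive read as strong as hits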
# Target sequence (Q9P0U3 419-644 limits assumed): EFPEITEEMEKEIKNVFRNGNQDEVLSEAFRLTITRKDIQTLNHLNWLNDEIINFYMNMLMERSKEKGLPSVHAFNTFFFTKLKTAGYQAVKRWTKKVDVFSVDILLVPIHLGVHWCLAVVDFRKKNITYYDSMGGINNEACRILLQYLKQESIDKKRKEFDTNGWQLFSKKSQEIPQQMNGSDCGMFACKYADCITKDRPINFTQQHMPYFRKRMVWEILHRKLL
#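 Test system: recombinant human SENP1 catalytic domain, His6-tagged / Medium: pH 8 Tris buffer with EDTA, NaCl, BME, BSA, NP40, catalase / Also added: SUMO1 FRET substrate flanked by Cypet and Ypet, 25 nM / Times: 50 min reaction at room temperature / Signal: FRET, CFP and YFP emission / Control set: no-enzyme low control and enzyme-plus-DMSO high control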
# NLRP3 yeast inh – inhibitors of NALP3 inflammasome in yeast; inhibition, % at 10 µM; 330,000 tested, 0.39% active; AID 2825; Yeast reconstituted NLRP3/ASC/caspase-1, beta-gal luminescence, 24 h;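 active = inhibition of 50% or more; inactive = inhibition below 50%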;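 note: plate controls were induced DMSO wells for no effect and uninduced yeast grown without galactose for full effect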
# APOBEC3G inh – blocks human APOBEC3G single-stranded DNA deamination | Q9HC16 | recombinant A3G, ssDNA deamination FAM/TAMRA fluorescence | inhibition, % at 20 µM | 330,000 tested, 0.28% active | AID 493012;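 active = inhibition of at least 40% at 20 µM, with no more than 30% in the related APOBEC3A deaminase screen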;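 note: plate controls were DMSO wells with A3G for no effect and wells lacking A3G enzyme for full effect; some compounds called inactive have numbers as strong as hits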
# Target sequence (Q9HC16 whole entry, looked up): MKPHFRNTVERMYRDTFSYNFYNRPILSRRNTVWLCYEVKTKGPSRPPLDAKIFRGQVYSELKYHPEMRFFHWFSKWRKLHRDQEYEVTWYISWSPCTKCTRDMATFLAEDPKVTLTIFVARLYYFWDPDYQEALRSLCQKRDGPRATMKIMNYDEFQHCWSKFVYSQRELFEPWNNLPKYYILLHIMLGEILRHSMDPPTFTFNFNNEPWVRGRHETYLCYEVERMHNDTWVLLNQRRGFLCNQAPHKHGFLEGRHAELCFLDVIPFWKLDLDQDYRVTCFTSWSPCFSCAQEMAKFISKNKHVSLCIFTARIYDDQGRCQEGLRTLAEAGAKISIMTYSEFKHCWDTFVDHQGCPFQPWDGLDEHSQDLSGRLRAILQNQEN
# mIAP block – mouse IAP inhibition; purified mouse IAP, CDP-Star luminescence, 30 min; inhibition, % at 10 µM; 330,000 tested, 0.2% active; AID 2806;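 active = inhibition of at least 40% at 10 µM in the primary screen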;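 note: plate controls were DMSO with enzyme for no effect and no enzyme wells for full effect; values of inactives mirror those of a sister screen read the other way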
# MIN6 prolif – MIN6 beta-cell proliferation induction; MIN6 cells proliferation, ATPlite luminescence, 48 h; cells starved in 0.2% serum; 100% = growth in 10% serum; proliferation, % at 10 µM; 330,000 tested, 0.29% active; AID 2380;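 active = compounds whose signal lies at least 3.5 SD above the mean of all wells on their plate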;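 note: 0% = DMSO-treated cells in low-serum medium and 100% = 10% serum control; some compounds called inactive have numbers as strong as hits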
# An asterisk follows results filed as active.
SMILES,hIAP activ,mIAP act,A3A deaminase,hIAP inh,SENP1 inh,NLRP3 yeast inh,APOBEC3G inh,mIAP block,MIN6 prolif
COc1ccc(-c2csc(N=C(N)N)n2)cc1,0.92,0.95,1,8,2,-2,-5,4,-4
COc1cc(OC)cc(C(=O)NNS(=O)(=O)c2ccc(F)cc2)c1,0.89,0.98,-3,11,3,-12,4,2,-3
COc1cc(/C=N/NC(=O)c2ccccc2NS(=O)(=O)c2cccs2)ccc1O,0.99,0.98,-2,1,-4,1,-11,2,-2
COc1cc(OC)cc(C(=O)OCC(=O)NC2CCCCCC2)c1,0.85,0.98,-2,15,0,15,-1,2,-2
Cc1ccc(S(=O)(=O)c2nc(S(C)(=O)=O)sc2N2CCC(C(N)=O)CC2)cc1,0.85,0.85,-4,15,2,-3,3,15,-3
CC(C)c1ccc(/C=C/C(=O)NNC(=O)c2cccnc2)cc1,1.5,0.91,5,-46,1,8,-2,9,0
COc1ccccc1CCNC(=O)CCn1c(=O)oc2ccccc21,1.1,1.2,-2,-10,2,11,-1,-17,-2
Cc1ccc(N2CN=c3s/c(=C\c4ccccn4)c(=O)n3C2)cc1,1.1,0.97,-3,-12,0,8,-9,3,2
Cc1ccc(-c2ccnc3nc(-n4cccc4)nn23)o1,0.86,0.88,-1,14,-3,27,-5,12,-3
COc1ccc(NC(=O)CSc2ccc(NC(C)=O)cc2)cc1S(=O)(=O)N1CCCCC1,1,1.2,3,-3,1,7,10,-16,1
Cc1ccc(S(=O)(=O)CCC(=O)N2CCc3ccccc32)cc1,0.94,0.95,-2,6,-2,24,-5,5,-1
Cc1ccc(/C=C/C(=O)c2ccccc(=O)c2O)c(C)c1,0.91,0.76,5,9,-64,-2,4,24,-4
CC1(C)C2CCC1(CS(=O)(=O)N1CCN(c3ccccc3F)CC1)C(=O)C2 (stereo not given),0.89,1,2,11,1,13,4,0,-4
CC(C)n1ncc2c(C(=O)Nc3cccc(C#N)c3)cc(C3CC3)nc21,0.87,0.96,-3,13,-1,35,-6,4,-5
COc1ccc(Br)cc1CN1CCC(N2CCCC2)CC1,1.2,1,-9,-18,1,15,-7,-2,0
O=S(=O)(c1ccccc1)[C@@]1(c2ccc(Br)cc2)C[C@@H]2ON=C(c3cccc(Br)c3)[C@@H]2C1,1,1,-8,-3,1,7,-14,0,-7
CC(=O)Nc1ccc2nc(SCC(=O)O)sc2c1,1.1,1.1,3,-6,1,10,0,-8,-2
O=C(Nc1nc2c(Cl)c(Cl)ccc2s1)C1CC1,0.91,1.1,1,9,0,43,1,-11,-4
Cc1ccc(NC(=O)Cn2cc(C(=O)C3CC3)c3ccccc32)cc1,1.1,1.1,-1,-6,0,11,-8,-11,0
Cc1ccc(C(=O)Nc2cccc([N+](=O)[O-])c2)cc1S(=O)(=O)Nc1ccc(NC(=O)c2ccccc2)cc1,0.83,0.87,-2,17,3,23,-4,13,0
Cn1cc(C(=O)c2cccc(Cl)c2)cc1/C=N\O,0.95,0.92,0,5,2,10,-4,8,-1
Cc1cccc(C(=O)Nc2ccc(S(=O)(=O)N3CCOCC3)cc2C)c1,1.2,1,43*,-20,1,14,13,-3,-1
Cc1ccc(S(=O)(=O)NCCNC(=O)N2CCOCC2)cc1,0.9,0.88,0,10,0,5,-5,12,0
Fc1ccccc1NC(=S)Nc1ccc(Br)cc1,0.81,1.1,0,19,1,11,-2,-7,0
CCN(CCCNC(=O)c1[nH]c(C)c(C(C)=O)c1C)c1cccc(C)c1,0.91,1.3,-4,9,3,6,-6,-26,-3

# The final two compounds of the part before are carried over, then new ones follow:
SMILES,hIAP activ,mIAP act,A3A deaminase,hIAP inh,SENP1 inh,NLRP3 yeast inh,APOBEC3G inh,mIAP block,MIN6 prolif
Fc1ccccc1NC(=S)Nc1ccc(Br)cc1,0.81,1.1,0,19,1,11,-2,-7,0
CCN(CCCNC(=O)c1[nH]c(C)c(C(C)=O)c1C)c1cccc(C)c1,0.91,1.3,-4,9,3,6,-6,-26,-3
O=C(Nc1ccc(F)cc1)N1CCc2ccccc2C1,0.91,1.1,0,9,-1,12,-2,-6,-4
CSCC(=O)N1CCCC(CNC(=O)c2ccccc2Cl)C1 (stereo not given),0.97,0.98,-2,2,1,3,-7,2,0
CC(C)(C)OC(=O)NCCCC[C@H](NC(=O)c1[nH]cnc1C(=O)Nc1ccccc1)C(=O)OC(C)(C)C,1.5,0.96,5,-47,0,10,-1,4,-8
CC(=O)Nc1ccc(NC(=O)c2sc3nc4n(c(=O)c3c2C)CCCCC4)cc1,0.98,0.94,-2,2,1,14,-4,6,-2
Cc1ccc(CNn2cn[nH]c2=S)cc1,0.71,0.87,-2,28,-4,24,19,13,1
Cc1ccc(C(=O)COc2ccc3c(C)cc(=O)oc3c2)cc1,0.84,0.99,-2,16,2,33,-7,1,-3
O=C(Nc1nc2ccsc2c(=O)s1)C1CCC1,0.84,1,1,16,1,34,0,-2,1
O=C(OCc1ccc(Br)cc1)c1cccc(-c2nnc(-c3ccccc3)o2)c1,0.85,0.9,2,15,4,12,-4,10,-1
Cc1cc(C)nc(SCc2cn3c(C)cc(C)nc3n2)n1,0.94,1,6,6,1,24,7,-1,1
COCc1nnc(NC(=O)c2cc(OC)c(OC)cc2[N+](=O)[O-])s1,0.93,1.1,-2,7,-1,8,-6,-6,0
CCCc1nnc(SCC(=O)O)n1CC,0.93,0.94,-1,7,4,-4,-7,6,-1
NC(=O)Nc1ccc(C(=O)OCC(=O)Nc2ccc([N+](=O)[O-])cc2C(F)(F)F)cc1,1.1,1,26,-7,0,12,8,-5,0
CCOC(=O)c1ccc(NC(=S)NCc2ccc(F)cc2)cc1,0.94,2.3*,-3,6,8,9,-12,-131,-4
Cc1cccc(NC(=O)C(=O)NCC2CCCO2)c1 (stereo not given),0.98,0.98,-1,2,2,16,-13,2,-1
O=C(O)c1cccc(S(=O)(=O)N2CCOCC2)c1,1.1,0.95,-2,-5,0,4,-1,5,1
O=C(CSc1ccc(Cl)cc1)Nc1cccc(NC(=O)c2ccco2)c1,0.8,1.1,-4,20,1,15,-6,-8,0
CCn1c(CNC(=O)c2ccc(F)cc2)cc2ccccc21,0.9,0.98,-3,10,-1,10,-2,2,-2
c1cc(-n2nnc3cnccc32)ccn1,1,1.1,-2,-2,0,9,-1,-6,7
COc1ccccc1OCCn1c(SCC(N)=O)nc2ccccc21,0.94,0.95,-3,6,0,21,-6,5,-3
Cc1ccc(C2(C)NC(=O)N(CC(=O)N3CCN(S(=O)(=O)c4cccc(F)c4)CC3)C2=O)cc1 (stereo not given),1.1,0.97,13,-10,-10,13,22,3,-2
C=CCNCc1cccn1-c1sc2c(c1C#N)CCCC2,1.3,1,2,-26,-1,10,1,-4,-4
CCCNC(=O)NC(=O)CSc1nc2ccccc2c(=O)n1Cc1ccncc1,0.98,0.99,1,2,-1,17,-7,0,-5
Cc1ccc(C(=O)c2ccccc2C(=O)OCC(=O)NCCc2ccc(Cl)cc2Cl)cc1,1.1,0.88,2,-7,-5,15,-4,12,-3
CCCCN1C(=O)/C(=C/C=C2\SCCN2C)SC1=S,0.56,0.75,-1,44*,22,58*,-8,25,6
CN(Cc1ccccc1)c1c([N+](=O)[O-])c(=O)n(C)c2ccccc12,1,0.97,5,-4,1,31,18,3,1

# (more compounds)
SMILES,hIAP activ,mIAP act,A3A deaminase,hIAP inh,SENP1 inh,NLRP3 yeast inh,APOBEC3G inh,mIAP block,MIN6 prolif
CC(C)(C)c1csc(NC(=O)CS(=O)(=O)c2ccccc2)n1,1,1,-1,-1,-1,39,-9,0,-5
COCCCn1c(C)csc1=Nc1cccnc1,0.97,1,0,3,-2,7,2,0,0
COC(=O)Cn1ncc(N(C)Cc2ccccc2)c(Cl)c1=O,1.2,1.1,-5,-20,-8,-17,3,-9,-3
CCOC(=O)c1cnc2nc[nH]n2c1=O,1.1,1,2,-14,2,4,-3,0,1
COc1ccc(-c2nc(C)ncc2-c2ccccc2)c(O)c1,1.2,1,-4,-24,2,-3,-11,-2,-1
COc1ccc(-c2c(-c3ccccc3OC)oc3ccccc23)cc1F,0.91,0.89,-6,9,2,7,-8,11,-7
CC(C)c1ccc(NC(=S)NCc2cccs2)cc1,0.94,1.5,-3,6,3,24,-4,-55,-6
CCN1CCN(CC(=O)Nc2cc(S(=O)(=O)N(CC)c3ccccc3)ccc2Cl)CC1,0.85,0.96,0,15,0,13,-2,4,-6
Cc1ccc(C)c(OCCC(=O)NCCc2ccc(F)cc2)c1,1,1,-2,-1,1,20,-8,-4,-3
O=C(Nn1cnnc1)c1ccc([N+](=O)[O-])cc1,0.98,0.93,-3,2,1,0,-6,7,-1
Nc1nc(Nc2ccccc2F)nc(N2CCOCC2)c1[N+](=O)[O-],0.98,0.94,-4,2,0,9,-8,6,8
CCOc1ccccc1NC(=S)NCCCn1ccnc1,0.98,0.97,1,2,1,10,-6,3,-2
O=C(NC1CCCC1)C(c1ccncc1)N(C(=O)c1csnn1)c1ccc(F)cc1 (stereo not given),0.87,0.94,-5,13,2,19,-10,6,5
Cc1cccc(OCCCN2CCOCC2)c1,1.1,1.1,7,-6,2,18,2,-10,-3
Cc1cc(N2C(=O)C(=O)/C(=C(/O)c3ccccc3)C2c2cccs2)no1 (stereo not given),1.1,0.94,0,-8,1,8,-2,6,0
Cc1ccc2c(c1)-c1c(cnn1CC(=O)N1CCCN(Cc3ccccc3F)C1)CO2,0.9,1,-4,10,1,4,-8,-4,5
O=C(CN1CCN(C(c2ccccc2)c2ccccc2)CC1)NCc1ccccc1,1.2,1.1,0,-24,1,16,-1,-8,-2
CC(C)(C)c1ccc(OCC(=O)O/N=C(\N)c2ccncc2)cc1,1.1,0.97,1,-14,1,15,-5,3,-1
O=C(N/N=C/c1ccccc1C(=O)O)c1cccc(S(=O)(=O)N2CCCCC2)c1,0.94,0.94,3,6,0,16,-5,6,-1
Cn1c(N)c(C(=O)COC(=O)/C=C/c2ccc(Cl)cc2Cl)c(=O)n(C)c1=O,1.1,0.97,2,-7,2,1,3,3,-3
O=C1CCCc2c1[nH]c1ccc(Cl)cc21,1,0.98,-4,-3,1,5,-4,2,6
O=C(CSc1nnc(-c2ccco2)o1)N1CCOCC1,1.2,1,-2,-22,1,7,-3,0,0
O=S(=O)(NCC1CCCN(Cc2ccccc2)C1)c1cccc2cccnc12 (stereo not given),0.95,0.91,-2,5,-4,16,-3,9,3
CCOc1ccc(C(=S)NC2CCCCC2)cc1OC,1.2,0.91,-2,-16,1,15,58*,9,4
COc1ccc(COC(=O)CN2C(=O)NC3(CC(C)CC(C)(C)C3)C2=O)cc1F (stereo not given),0.88,1,10,12,1,6,-6,0,-3
O=C(NN1CCOCC1)c1cc(-c2cccc(Cl)c2)nc2ccccc12,1.1,0.95,-1,-9,2,-2,-5,5,3

# Part of the list above, showing only mIAP act and APOBEC3G inh.
SMILES | mIAP act | APOBEC3G inh
CC(C)(C)c1ccc(OCC(=O)O/N=C(\N)c2ccncc2)cc1 | 0.97 | -5
O=C(N/N=C/c1ccccc1C(=O)O)c1cccc(S(=O)(=O)N2CCCCC2)c1 | 0.94 | -5
Cn1c(N)c(C(=O)COC(=O)/C=C/c2ccc(Cl)cc2Cl)c(=O)n(C)c1=O | 0.97 | 3
O=C1CCCc2c1[nH]c1ccc(Cl)cc21 | 0.98 | -4

# Source: PubChem

# These rows are one share of the data, so the mix of outcomes need not match the whole.
